Source: PubChem BioAssay
NSD2 HMT inh – NSD2 (human) methyltransferase inhibition. hit rate 0.54% among 310,000. NSD2 peptide methylation, AlphaScreen, 120 min. O96028. inhibition, % at 12.5 µM. AID 743445; in the data active means inhibition above about 50%
Target sequence (O96028 whole entry, looked up): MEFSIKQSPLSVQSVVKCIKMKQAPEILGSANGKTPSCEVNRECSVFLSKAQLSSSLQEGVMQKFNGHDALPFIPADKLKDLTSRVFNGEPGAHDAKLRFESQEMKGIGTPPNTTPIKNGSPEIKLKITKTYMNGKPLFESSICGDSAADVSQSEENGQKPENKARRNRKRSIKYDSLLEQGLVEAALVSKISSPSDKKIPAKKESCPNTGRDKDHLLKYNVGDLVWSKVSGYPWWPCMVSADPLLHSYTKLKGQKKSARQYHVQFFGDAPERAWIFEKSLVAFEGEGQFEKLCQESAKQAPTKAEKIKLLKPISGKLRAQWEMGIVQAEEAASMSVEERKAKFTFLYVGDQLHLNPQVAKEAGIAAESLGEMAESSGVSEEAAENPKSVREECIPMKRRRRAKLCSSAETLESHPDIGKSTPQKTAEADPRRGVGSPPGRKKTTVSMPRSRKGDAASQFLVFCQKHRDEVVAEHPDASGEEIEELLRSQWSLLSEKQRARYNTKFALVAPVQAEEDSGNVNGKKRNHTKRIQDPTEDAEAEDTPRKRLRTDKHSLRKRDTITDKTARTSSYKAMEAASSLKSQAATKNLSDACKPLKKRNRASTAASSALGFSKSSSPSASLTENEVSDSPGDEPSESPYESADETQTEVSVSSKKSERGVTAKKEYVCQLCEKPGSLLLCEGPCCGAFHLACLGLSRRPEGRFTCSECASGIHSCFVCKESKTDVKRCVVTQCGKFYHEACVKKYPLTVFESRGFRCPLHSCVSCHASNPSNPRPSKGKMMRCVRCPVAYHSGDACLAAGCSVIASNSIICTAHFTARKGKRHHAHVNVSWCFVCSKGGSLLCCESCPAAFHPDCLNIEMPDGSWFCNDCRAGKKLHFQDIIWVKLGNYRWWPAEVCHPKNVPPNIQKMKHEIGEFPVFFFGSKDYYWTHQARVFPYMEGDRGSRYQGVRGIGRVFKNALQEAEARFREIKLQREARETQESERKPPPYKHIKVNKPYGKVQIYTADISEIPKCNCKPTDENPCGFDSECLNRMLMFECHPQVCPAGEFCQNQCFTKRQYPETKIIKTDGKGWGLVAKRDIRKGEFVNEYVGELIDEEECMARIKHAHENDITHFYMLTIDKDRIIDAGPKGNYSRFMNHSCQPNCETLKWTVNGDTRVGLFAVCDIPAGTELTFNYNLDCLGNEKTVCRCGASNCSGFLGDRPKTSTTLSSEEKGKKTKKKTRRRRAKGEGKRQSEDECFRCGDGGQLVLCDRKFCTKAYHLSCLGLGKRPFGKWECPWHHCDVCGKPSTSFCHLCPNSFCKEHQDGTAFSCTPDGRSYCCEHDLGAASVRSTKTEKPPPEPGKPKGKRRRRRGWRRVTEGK
Wnt bcat act – Wnt/beta-catenin pathway activation; Wnt/beta-catenin reporter cell assay, activator, plate reader; activation, % at 9.35 µM; hit rate 1.2% among 300,000; in the data active means activation above about 30%, passing the limit was not always enough;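 further: 0% = neutral control wells and 100% = positive control wells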
* marks the source's active call; other numbers are inactive results. A portion of the library (hit frequency here may not be typical).

NSD2 HMT inh,Wnt bcat act,Molecule
5.3,-3.0,CN(C)c1ncnc2c1ncn2[C@H]1CN(Cc2ccccc2)C[C@@H](CO)O1
-0.4,-5.9,Cc1nc2c(OCc3ccc(C(F)(F)F)cc3)cccn2c1N(C)C(=O)CCC1CCCC1
-0.4,1.8,CCCCC(=O)Nc1cccc(C(C)O)c1 (centres undefined)
-1.7,-0.4,Cn1c(N)c(C(=O)COC(=O)/C=C/c2ccc(Cl)cc2Cl)c(=O)n(C)c1=O
6.8,-0.4,CCNC(=O)C1(C)CCN(Cc2ccccc2-c2ccccc2)C1 (centres undefined)
-0.1,-1.8,CC1CCCC(NC(=O)COC(=O)c2ccccc2C(=O)N(C)C2CCCCC2)C1C (centres undefined)
0.2,-0.9,CCCNC(=O)C1(C)CCCN(Cc2ccc3ccccc3c2)C1 (centres undefined)
-31.7,-2.0,COc1ccncc1-c1csc(C(O)c2ccccc2)n1 (centres undefined)
-4.9,-1.3,CNC(=O)C1CCC(=O)N1Cc1c[nH]c2ccccc12 (centres undefined)
-1.0,-3.5,Cc1noc(C)c1S(=O)(=O)NC(=O)C1(C)CCN1C(=O)Cc1ccc(-c2ccccc2)cc1 (centres undefined)
-0.7,0.1,CN(C)c1cccc(CNC(=O)c2ccc3sc([C@@H]4O[C@H](CO)[C@H](O)[C@H](O)[C@H]4O)nc3c2)c1
-2.2,1.0,CCNC(=O)C1(C)CCN(C(=O)c2ccccc2)C1 (centres undefined)
0.4,-1.7,O=C(NCc1cccnc1)c1cc(C2CCCN(C(=O)C3CCCCC3)C2)on1 (centres undefined)
1.8,2.4,COc1cc(OC)cc(C(=O)NCCSCc2ccco2)c1
-0.4,-1.5,CCCCN(C=O)c1c(CC)nc2ccc(C(=O)N3CCN(S(=O)(=O)CC)CC3)cn12
-1.3,-4.7,CCCOc1ccc(F)cc1-c1cc(C(=O)NCc2cccc(Cl)c2)[nH]n1
-2.4,-1.0,Cc1ccccc1C(=O)N[C@H](C(=O)N1CCC[C@H]1C(=O)NCCc1ccccc1Cl)C1CCCCC1
8.7,-3.1,CN(C)c1ccc(CN2CCC(C(=O)NC(c3ccc(F)cc3)c3ccc4ccccc4n3)CC2)cc1 (centres undefined)
-1.5,-1.6,CC1(C(=O)NS(=O)(=O)c2ccccc2Cl)CCN1C(=O)Cc1cc(F)ccc1F (centres undefined)
5.4,5.9,Cn1c(=O)c2cc(NC(=O)NCCc3ccccc3)ccc2n1Cc1ccc(F)cc1
2.2,-3.0,CC(=O)NC1(C)CCC2CC1C(C)=NC2(C)C (centres undefined)
-0.1,-2.1,COc1ccc(CCN2CC(C(=O)NCc3ccon3)CCC2=O)cc1 (centres undefined)
-1.2,0.5,Cc1cccc(C)c1N1C(=O)c2ccccc2NC(=O)C1C(=O)NCc1ccco1 (centres undefined)
-1.2,1.3,Cc1ccnc(NCc2cc(Cl)ccc2O)c1
5.6,-1.0,CCOC(=O)N(C)c1c(CC)nc2c(OCc3ccc(F)c(F)c3)cccn12
0.8,-6.6,CCCc1ccc(C(O)c2ncc(-c3ccc(C)cc3)[nH]2)cc1 (centres undefined)
-3.6,-7.3,Cc1ccc(NC(=O)C2(C)CCN2C(=O)c2ccccc2CCc2ccccc2)cc1C (centres undefined)
-4.9,9.1,O=C(CCN1C(=O)/C(=C\c2ccccc2F)SC1=S)N1CCOCC1
4.1,-2.2,COc1ccc(CN2C[C@@H](CO)O[C@@H](n3cnc4c(N5CCN(C)CC5)ncnc43)C2)cc1
-0.8,3.0,CCCC(=O)N1CCC1(C)C(=O)NS(=O)(=O)c1cccc(F)c1 (centres undefined)
-0.3,-0.9,CCOc1ccccc1NC(=O)CCNC(=O)C1CCN(S(=O)(=O)c2ccccc2)CC1
-0.4,-2.9,Cc1ccc(C)c(C(O)c2ncc(-c3ccc(F)cc3)[nH]2)c1 (centres undefined)
2.4,-3.2,CC(=O)NCCNC(=O)C1(C)Cc2c(-c3ccccc3)ccnc2O1 (centres undefined)
3.1,-9.9,Cc1cc(C)nc(Nc2nc(C(N)Cc3ccccc3)cs2)n1 (centres undefined)
1.6,-1.7,CCOCCC(=O)Nc1ccc2c(c1)c(=O)n(C)n2-c1ccc2ccccc2c1
-2.2,-4.4,CCc1nc2ccc(C(=O)NC3CCN(Cc4ccccc4)CC3)cn2c1N(C)Cc1cccs1
0.0,8.6,CC1CCN(S(=O)(=O)c2cccc(C(=O)NC3CCS(=O)(=O)C3)c2)CC1 (centres undefined)
1.6,-6.1,COc1ccc(-c2cnc3c(NC=O)cc(-c4ccccc4)cn23)cc1OC
1.1,-3.2,COc1ccc(-c2ccc(C(=O)NCC3CCOCC3)c3occc23)c(C)c1
-3.6,-1.1,COc1cc(CCC(C)=O)ccc1OC(=O)c1c(-c2c(F)cccc2Cl)noc1C

6 compounds from above, sorted by count of non-hydrogen atoms, rising.
NSD2 HMT inh,Wnt bcat act,Molecule
3.1,-9.9,Cc1cc(C)nc(Nc2nc(C(N)Cc3ccccc3)cs2)n1 (centres undefined)
2.4,-3.2,CC(=O)NCCNC(=O)C1(C)Cc2c(-c3ccccc3)ccnc2O1 (centres undefined)
1.1,-3.2,COc1ccc(-c2ccc(C(=O)NCC3CCOCC3)c3occc23)c(C)c1
1.6,-1.7,CCOCCC(=O)Nc1ccc2c(c1)c(=O)n(C)n2-c1ccc2ccccc2c1
-0.3,-0.9,CCOc1ccccc1NC(=O)CCNC(=O)C1CCN(S(=O)(=O)c2ccccc2)CC1
-2.2,-4.4,CCc1nc2ccc(C(=O)NC3CCN(Cc4ccccc4)CC3)cn2c1N(C)Cc1cccs1

New compounds follow
NSD2 HMT inh,Wnt bcat act,Molecule
-4.6,-0.6,Cc1ccc2cc(F)ccc2n1
-0.8,-2.1,O=C(O)Cc1ccc(N2N=C(c3ccccc3)CC2=O)cc1
11.0,-1.0,COc1cc(F)ccc1-c1csc(C(C)(NC(C)=O)c2ccccc2)n1 (centres undefined)
0.0,-0.5,COC(=O)C1(C)CCc2c(ccc3ccccc23)C1=O (centres undefined)
-4.1,-1.1,Cc1cc(Cl)ccc1-c1nc(NCc2ccccc2)nc2ccsc12
-1.5,-4.1,O=C(C(=O)N1CCC(CNC(=O)c2ccccc2F)CC1)c1cc2ccccc2o1
-1.0,-1.1,CC(=O)Nc1cc(-c2ccccc2Cl)cn2c(-c3ccc(S(C)(=O)=O)cc3)cnc12
-4.7,-2.3,O=C(NCc1ccc(Cl)nc1)c1ccc2nc([C@@H]3O[C@H](CO)[C@H](O)[C@H](O)[C@H]3O)[nH]c2c1
0.2,0.0,COCCNC(=O)C1(C)CCN(C(=O)COc2ccc(Cl)cc2Cl)C1 (centres undefined)
-1.8,1.7,COc1ccc(OC)c(NC(=O)Nc2nnc(COCCO)s2)c1
-1.0,-7.1,CC(=O)c1cccc(-c2cnc3c(NC=O)cc(-c4cccc(C(=O)N(C)C)c4)cn23)c1
5.4,10.4,CCOC(=O)C1(CCCc2ccccc2)CCN(C(=O)c2n[nH]c(CC)c2C)CC1
-1.8,-2.7,COc1ccc(OC)c(S(=O)(=O)NC(=O)C2(C)CCN2C(=O)Cc2ccccc2Cl)c1 (centres undefined)
5.6,-0.7,O=C(CNC(=O)N1CC(=O)Nc2ccccc21)NCCCc1ccccc1
0.5,0.2,COc1cccc(C(C)(O)c2nc(-c3ccoc3)cs2)c1 (centres undefined)
0.4,28.7,COc1ccc(CN2CCC2(C)C(=O)Nc2cnc3ccccc3c2)c2ccccc12 (centres undefined)
-0.9,-3.4,CS(=O)(=O)c1ccc(Nc2nc(C(N)Cc3ccc(F)cc3)cs2)cc1 (centres undefined)
-2.1,-3.1,CC(=O)Nc1ccc(-c2ccnc3c2CC(C)(C(=O)NCc2cccc(Cl)c2)O3)cc1 (centres undefined)
-3.1,-9.2,COC(=O)C1(F)C(=O)NC(=O)NC1OC (centres undefined)
11.0,-0.3,OC(c1ccc(F)c(F)c1)c1ncc(-c2ccc(F)cc2)[nH]1 (centres undefined)
1.8,-1.5,CCCNC(=O)c1cc(C2CCCCN2C(=O)c2cc(OC)c(C)c(OC)c2)on1 (centres undefined)
-0.6,-4.7,O=C(Nc1ccc2c(c1)OCO2)c1csc([C@@H]2O[C@H](CO)[C@H](O)[C@H](O)[C@H]2O)n1
10.8,-3.6,CCN(CC)c1ncnc2c1ncn2[C@H]1CN(Cc2ccc3c(c2)OCO3)C[C@@H](CO)O1
0.3,-0.8,C(=N\Nc1nc(Nc2ccccc2)nc(N2CCOCC2)n1)/c1c[nH]c2ccccc12
0.0,2.7,CCc1nc2ccc(C(=O)NC3CCN(Cc4ccccc4)CC3)cn2c1N(CC)Cc1cccc(Br)c1
-0.8,1.5,CC(C)Cc1ccc(-c2cc3nc(NCCc4ccc(S(N)(=O)=O)cc4)ccn3n2)cc1
0.4,-1.0,COc1cc(C)ccc1S(=O)(=O)NC(=O)Cn1nnc(COc2ccc3c(c2)CCCC3)c1C
-29.3,-1.6,COc1cccc(NC(=O)N2CCc3nc(NCc4cccc(Oc5ccccc5)c4)ncc3C2)c1
-0.9,-2.6,c1ccc(COc2cccc(-c3cc4nc(NCc5cccs5)ccn4n3)c2)cc1
-6.7,-0.4,Cc1ccc(S(=O)(=O)CCC(=O)OCC(=O)NCc2ccc(F)cc2)cc1

Entries of single compounds from above:
c1ccc(COc2cccc(-c3cc4nc(NCc5cccs5)ccn4n3)c2)cc1 reads NSD2 HMT inh: -0.9; Wnt bcat act: -2.6
CCc1nc2ccc(C(=O)NC3CCN(Cc4ccccc4)CC3)cn2c1N(CC)Cc1cccc(Br)c1 reads NSD2 HMT inh: 0.0; Wnt bcat act: 2.7

The listing continues:
NSD2 HMT inh,Wnt bcat act,Molecule
2.6,-2.5,CC(=O)N1CCCC(c2cc(C(=O)Nc3ccccc3)no2)C1 (centres undefined)
-2.6,0.0,O=C(Nc1ccc(Cl)cc1)C1Cc2c(-c3cccc(F)c3)ccnc2O1 (centres undefined)
-2.6,6.9,O=C1C=C(NCc2ccc3c(c2)OCO3)CC(c2ccccc2)C1 (centres undefined)
-3.6,-1.9,O=C(NCc1ccccc1F)Nc1nnc([C@H]2C[C@H](O)[C@@H](CO)O2)s1
1.1,-5.3,CC1(C(=O)Nc2ccccc2F)CCN1C(=O)Cc1ccc(-c2ccccc2)cc1 (centres undefined)
-1.7,-3.6,COCCNC(=O)C1(C)CCCN(C(=O)c2cc(OC)c(OC)c(OC)c2)C1 (centres undefined)
0.2,-1.7,CCc1nc2ccc(C(=O)NCCc3c[nH]c4ccccc34)cn2c1N(C)CCCc1ccccc1
-5.7,-2.5,CCCS(=O)(=O)NC(=O)C1(C)CCN(C(=O)c2c(-c3ccccc3)noc2C)C1 (centres undefined)
-1.0,-0.9,COCOc1ccc(-c2ncc(OC)nc2NC(=O)c2ccsc2)cc1
13.5,-2.4,O=C(Nc1nnc([C@@H]2C[C@H](O)[C@@H](CO)O2)s1)Nc1cccc2ccccc12
0.0,-2.4,CCCNC(=O)C1(C)CCCN(C(=O)c2cccc(OC(C)=O)c2C)C1 (centres undefined)
1.6,-2.4,Cc1ccccc1-c1cc2nc(NCc3ccc(N(C)C)cc3)n(C)c(=O)c2s1
5.3,-1.8,CCCNC(=O)C1(C)CCCN(C(=O)c2ccc(F)cc2Cl)C1 (centres undefined)
-3.9,-2.3,COc1ccc(-c2cc(CNc3nc(NC(C)C)nc4cc(-c5ccccc5)sc34)on2)cc1
21.3,-1.5,CN1CCN(c2ccc(CNC(=O)C3Cc4c(-c5ccc(Cl)cc5)ccnc4O3)cc2)CC1 (centres undefined)
3.2,-1.0,CC(=O)Nc1cc(-c2ccc(CO)cc2)cn2c(-c3ccc(F)c(Cl)c3)cnc12
1.1,-0.8,C/C(=N\NC(=O)Cc1c(C)[nH][nH]c1=O)c1ccc2ccccc2c1
-0.3,-1.3,CC(C)c1ccc(C(=O)N2CCCC(c3cc(C(=O)Nc4ccc5c(c4)OCO5)no3)C2)cc1 (centres undefined)
-0.9,-1.3,CCC(=O)N1CCC1(C)C(=O)Nc1ncc(C)s1 (centres undefined)
13.7,-1.4,CCc1nc2ccc(C(=O)N(C)Cc3ccco3)cn2c1N(C)CCCc1ccccc1
-2.1,-2.6,Cc1ccccc1S(=O)(=O)NC(=O)C1(C)CCN1C(=O)CCc1cccs1 (centres undefined)
-1.0,-2.7,COCCNc1nc(NCc2cc(-c3ccc(OC)cc3)no2)c2sccc2n1
-0.5,0.4,CCOc1cccc(-c2cc(N3CCN(CCO)CC3)n3nccc3n2)c1
-1.4,52.3*,CN1/C(=C\C=C2/C(=O)Oc3ccccc3C2=O)C(C)(C)c2ccccc21
3.1,-0.4,N#CCCC1(CCC#N)c2ccccc2C(=O)c2ccccc21
-4.1,1.9,CC(=O)Nc1cc(-c2cccc(F)c2)cn2c(-c3ccccc3)cnc12
1.3,-1.2,CC(C)NC(=O)c1cc(C2CCCCN2C(=O)c2cc(C(C)(C)C)nn2C)on1 (centres undefined)
-0.1,-4.7,CCCNC(=O)C1(C)CCCN(Cc2ccc(C(F)(F)F)cc2)C1 (centres undefined)
-1.2,-0.9,COc1cc(-c2cc(NC(C)=O)c3ncc(-c4ccc(C(C)=O)cc4)n3c2)cc(OC)c1OC
-3.3,-1.8,COCCNC(=O)C1(C)CCCN(C(=O)c2c(-c3ccccc3)noc2C)C1 (centres undefined)
-35.9,-4.3,CCc1nc2ccc(C(=O)NCc3ccc4c(c3)OCO4)cn2c1N(C)Cc1cccs1
-3.0,-1.1,O=C(NC1CC1)c1cccc(-c2cncc3nccn23)c1
10.4,-2.2,O=C(NC(c1ccc(F)cc1)c1ccc2ccccc2n1)C1CCN(CCOc2ccc(F)cc2)CC1 (centres undefined)
-1.7,4.0,CC(C)CCN1C(=O)CSCC1(C)C(=O)NC(C)C (centres undefined)
-0.5,-2.5,COc1cccc(CN2CCC2(C)C(=O)Nc2ccc(C)c(O)c2)c1F (centres undefined)
7.3,2.1,COc1ccc(-c2cc(NC(C)=O)c3ncc(-c4cccc(C(C)=O)c4)n3c2)cc1OC
-4.0,-2.3,CCOC(=O)C1(C)CCCN(C(=O)c2ccccc2OC(F)(F)F)C1 (centres undefined)
-0.8,-4.5,COCCNC(=O)C1(C)CCCN(Cc2ccc3ccccc3c2Br)C1 (centres undefined)
2.2,-1.7,NC(COCc1ccccc1)c1csc(Nc2ncccn2)n1 (centres undefined)
